# hcDAF12 agonist: activators of H. contortus DAF-12 nuclear receptor; HEK293 hcDAF-12 lit1-tk-luc reporter, luminescence; 0% DMSO, 100% Δ7-dafachronic acid; activation, % at 6.8 µM; 370,000 compounds, 1.4% hits; AID 652067;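 active = activation above the mean of all tested compounds plus 3 SD, cut at about 5.5% in these data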;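 note: 100% = response to 3 µM Δ7-dafachronic acid high control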
# sPLA2-III inh: Blocks human group III sPLA2 activity; Q9NZ20; QFRET BODIPY PC-A2 liposome hydrolysis, fluorescence; inhibition, % at 12.2 µM; 370,000 compounds, 0.56% hits; AID 743126;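 active = inhibition above mean plus 3 SD of compounds lying within the high and low control bounds, cut at about 19% in these data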;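 note: 0% = median of test compound wells and 100% = no enzyme DMSO wells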
# hgDAF12 agonist: hgDAF-12 agonism, primary luciferase screen | HEK293 GAL4-hgDAF12 UAS-luciferase reporter, agonist luminescence; normalized to butyrate control | activation, % at 6.8 µM | 370,000 compounds, 1.8% hits;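 active = activation above a cutoff set at the mean of all screened compounds plus 3 SD, cut at about 10% in these data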;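 note: 0% = DMSO wells and 100% = sodium butyrate wells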
# ADAM10 inh: inhibits human ADAM10. recombinant ADAM10, EDANS/DABCYL FRET peptide cleavage, 3 h. 370,000 compounds, 0.62% hits. inhibition, % at 7 µM. O14672. AID 720582;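 active = inhibition above a per-campaign cutoff equal to the mean of compounds falling between control-based bounds plus 3 SD, cut at about 20% in these data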;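 note: 0% = DMSO wells while the 100% control is not disclosed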
# DAX1 inh-1: NR0B1 (DAX1) inhibition. inhibition, % at 6.75 µM. P51843. AID 504766. 340,000 compounds, 0.99% hits. HEK293 Gal4-DAX1 luciferase reporter, luminescence;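 active = inhibition above the mean over all tested compounds plus 3 SD, cut at about 4.2% in these data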;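 note: 0% = DAX1-transfected cells with DMSO and 100% = empty-vector control cells with DMSO; inhibition shows as a rise in luminescence from relieved DAX1 repression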
# ADAM17 inh: ADAM17 inhibition, QFRET primary screen; 370,000 compounds, 0.83% hits; inhibition, % at 6.95 µM; P78536; recombinant ADAM17, EDANS/DABCYL FRET peptide cleavage;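 active = inhibition above the mean of compounds lying between control limits plus 3 SD, set per campaign, cut at about 8.5% in these data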;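 note: 0% = DMSO-only wells as the low control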
# PLC-beta3 inh: blocks human PLC-beta3 enzyme activity; Q01970; Purified PLC-beta3, fluorogenic substrate, fluorescence; inhibition, % at 12.2 µM; 370,000 compounds, 0.18% hits; in the data active = inhibition above about 11%;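 note: 0% = median of compound wells on plate and 100% = full blocker control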
# Target sequence (Q01970 whole entry, looked up): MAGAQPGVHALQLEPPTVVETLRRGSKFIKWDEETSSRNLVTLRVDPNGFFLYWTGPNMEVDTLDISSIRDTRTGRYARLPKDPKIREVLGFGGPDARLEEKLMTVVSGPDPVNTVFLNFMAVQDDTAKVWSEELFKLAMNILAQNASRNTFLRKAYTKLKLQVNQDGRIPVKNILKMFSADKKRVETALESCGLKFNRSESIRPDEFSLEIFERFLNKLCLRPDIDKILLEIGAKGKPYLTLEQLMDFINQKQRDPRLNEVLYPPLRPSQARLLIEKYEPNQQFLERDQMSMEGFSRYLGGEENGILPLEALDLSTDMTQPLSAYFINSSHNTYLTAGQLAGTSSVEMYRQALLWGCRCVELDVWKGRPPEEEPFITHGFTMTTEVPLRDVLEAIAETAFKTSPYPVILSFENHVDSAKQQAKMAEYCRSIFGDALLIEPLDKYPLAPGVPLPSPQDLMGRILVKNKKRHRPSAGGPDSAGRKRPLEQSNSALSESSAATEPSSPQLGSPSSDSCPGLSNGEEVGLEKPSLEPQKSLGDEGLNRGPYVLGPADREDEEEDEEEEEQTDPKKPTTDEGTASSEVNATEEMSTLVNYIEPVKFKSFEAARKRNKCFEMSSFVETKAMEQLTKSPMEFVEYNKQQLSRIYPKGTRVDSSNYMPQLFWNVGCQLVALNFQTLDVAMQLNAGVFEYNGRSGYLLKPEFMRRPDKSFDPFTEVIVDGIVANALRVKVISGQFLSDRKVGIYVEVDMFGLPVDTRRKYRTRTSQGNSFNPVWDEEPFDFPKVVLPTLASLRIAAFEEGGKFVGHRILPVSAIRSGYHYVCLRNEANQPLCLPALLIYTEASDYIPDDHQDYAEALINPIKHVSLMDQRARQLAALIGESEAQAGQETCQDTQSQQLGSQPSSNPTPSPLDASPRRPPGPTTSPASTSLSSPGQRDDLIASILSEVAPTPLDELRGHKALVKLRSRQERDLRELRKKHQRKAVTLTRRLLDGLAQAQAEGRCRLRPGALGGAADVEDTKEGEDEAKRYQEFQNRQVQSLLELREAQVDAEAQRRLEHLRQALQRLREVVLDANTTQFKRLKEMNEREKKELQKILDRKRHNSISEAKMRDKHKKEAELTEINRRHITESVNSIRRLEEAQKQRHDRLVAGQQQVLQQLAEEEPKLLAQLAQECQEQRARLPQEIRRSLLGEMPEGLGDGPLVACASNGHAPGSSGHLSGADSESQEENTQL
# PLCg1 inh: blocks human PLC-gamma1 enzyme activity; P19174; purified PLC-gamma1, fluorogenic substrate, fluorescence; inhibition, % at 12.2 µM; 370,000 compounds, 0.84% hits; in the data active = inhibition above about 9.5%
# DAX1 inh-2: blocks DAX1 repression of SF-1 activated StAR promoter; HEK293T StAR-luciferase reporter, SF-1/DAX-1 repression relief; inhibition, % at 6.8 µM; AID 652010; 370,000 compounds, 1.1% hits;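 active = inhibition above the mean over all tested compounds plus 3 SD, cut at about 3.6% in these data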;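 note: 0% = DAX-1 cells with DMSO and 100% = cells lacking DAX-1 with DMSO; higher inhibition means more luminescence from relief of DAX-1 repression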
# ssDAF12 agonist: S. stercoralis DAF-12 activation, primary screen; HEK293 ssDAF-12/GRIP1 lit1-tk-luc reporter, luminescence; % of 3 µM dafachronic acid response; activation, % at 6.8 µM; 370,000 compounds, 1% hits;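 active = activation above the mean over all tested compounds plus 3 SD, cut at about 0.9% in these data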;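 note: 0% = DMSO-only wells and 100% = 3 µM delta7-dafachronic acid wells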
# FXN GAA850 act: increases GAA850 frataxin promoter reporter activity. HEK293 lucGAA850 FXN promoter luciferase reporter, 24 h; percent of 10 µM SAHA response. activation, % at 6 µM. 360,000 compounds, 0.56% hits. AID 540364;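 active = activation above the average of all compounds screened plus 3 SD, cutoff fixed separately per campaign, cut at about 7.5% in these data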;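 note: 0% = DMSO wells and 100% = 10 µM SAHA wells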
# Numbers without * were called inactive; i = inactive; / = no result given. Random draw from the library; overall some 6.9% were active at least once.
SMILES,hcDAF12 agonist,sPLA2-III inh,hgDAF12 agonist,ADAM10 inh,DAX1 inh-1,ADAM17 inh,PLC-beta3 inh,PLCg1 inh,DAX1 inh-2,ssDAF12 agonist,FXN GAA850 act
O=C(C1CC(c2ccc(F)cc2)=NO1)N1CCN(Cc2ccccc2)CC1 (configuration not stated),-0.2,-9,-0.3,0,-0.1,0,1,2,-0.7,-1.5,-0.4
NC(=O)c1ccc(NC(=O)COC(=O)c2cccc(Oc3ccccc3)c2)cc1,2.0,-6,0.0,1,-1.5,2,1,6,0.5,-2.0,1.6
COc1ccc(Nc2nc(Nc3ccc(OC)cc3OC)nc(N3CCN(C)CC3)n2)c(OC)c1,-0.7,-8,4.2,-1,-1.6,-1,2,4,-1.6,-1.2,1.6
COc1ccccc1N1CCN(CC(O)COc2ccc(C)cc2C)CC1 (configuration not stated),-3.0,-7,2.2,4,-1.1,-2,-2,1,-0.5,-1.5,-2.1
O=C(Nc1cccnc1)C1CC(c2ccccc2O)=NO1 (configuration not stated),-2.4,-2,0.5,3,0.2,1,-2,1,0.0,-0.8,1.0
O=C1NC(=O)/C(=C/c2cccc([N+](=O)[O-])c2)N1,-0.5,6,1.0,-4,0.1,0,-7,-2,-0.6,-0.9,2.4
Cc1nnc(-c2ccc(Cl)cc2)[nH]c1=O,-0.9,5,-2.2,-3,-1.0,-6,2,0,0.1,-1.3,0.6
Fc1ccc(NC(=S)Nc2ccc(Cl)cc2Cl)cc1,-2.4,-5,0.5,-3,/,-2,-4,-3,0.7,-1.6,/
COc1ccc(C(=O)CC(=O)C(=O)Nc2ccccc2OC)cc1,0.8,8,-1.7,-5,0.6,7,-16,-7,0.1,-0.8,-1.5
CCCCCCOc1ccc(N2C(=O)CC(NCc3ccc(S(N)(=O)=O)cc3)C2=O)cc1 (configuration not stated),0.2,-9,0.8,-4,-0.2,-2,-6,2,-0.4,-1.4,-0.6
COC(=O)CSc1nnc(-c2sc3cc(OC)ccc3c2Cl)n1C,-0.8,-4,-0.9,-3,-0.1,-3,0,3,-0.5,-1.2,2.8
O=C(NC1CCOCC1)C1CCC(=O)N(Cc2cccc(C(F)(F)F)c2)C1 (configuration not stated),0.4,0,1.5,0,0.2,-1,-5,-2,0.6,-1.3,0.1
C=CCOc1ccc(CNc2ccc3[nH]c(=O)[nH]c3c2)cc1OC,-0.5,-5,3.2,i,0.5,-153,-285,-207,2.3,-1.7,-1.3
O=C(O)c1ccc2c(c1)S(=O)(=O)c1cc(N3CCN(c4ncccn4)CC3)ccc1C2=O,0.4,-12,0.9,-13,0.2,0,-19,-15,-0.6,-1.2,1.5
COc1ccc(-c2cccc(C(=O)Nc3ccc(OC)c(OC)c3)c2)cc1,-2.7,-17,-3.0,13,-1.0,6,-1,0,-1.2,-1.1,-0.2
CCOC(=O)C1CCN(C(C)=C2C(=O)c3ccccc3C2=O)CC1,2.4,8,0.6,-9,0.9,-1,-3,1,0.1,0.1,2.1
C[C@@H]1CN([C@H](C)CO)C(=O)CCCn2nncc2CO[C@H]1CN(C)C(=O)Cc1ccccc1,0.0,2,0.8,-3,1.3,-4,2,1,0.2,0.0,0.0
Cc1cc(C)c(S(=O)(=O)Nc2cc(C)on2)c(C)c1,-1.2,-6,1.2,-8,1.7,-1,-75,2,0.3,-1.0,0.3
CCC(C)N(C(=O)COC(=O)Cc1n[nH]c(=O)c2ccccc12)C1CCS(=O)(=O)C1 (configuration not stated),-1.8,2,-1.8,0,0.5,-3,-2,1,0.2,-0.8,2.5
O=C(O)c1cccc(NC(=O)c2ccccc2NC(=O)c2ccco2)c1,-1.8,2,0.4,-22,1.2,0,4,2,-0.6,-1.2,-2.2
COc1cc(-c2c(NC(=O)c3ccco3)oc3ccc(Cl)cc3c2=O)cc(OC)c1OC,-1.6,8,0.9,-5,1.7,0,-12,-4,-0.5,-0.9,0.0
O=C(N/C(=C/c1ccccc1)C(=O)N1CCCCCC1)c1ccccc1,-2.1,3,-0.7,-11,-1.4,-2,1,-1,0.2,-1.1,1.2
CCN(CC)S(=O)(=O)c1ccc(-c2cc(C(=O)OC)sc2C(F)(F)F)cc1,-0.1,-3,-2.0,4,/,1,-3,0,0.4,-0.8,1.6
C=CCN(C)C(C#CCCCC)c1ccccc1 (configuration not stated),3.6,11,5.0,-4,/,-7,-1,0,/,-0.9,/
C/C(=N\Nc1ccc(S(=O)(=O)Nc2ccccc2)cc1[N+](=O)[O-])c1ccncc1,-0.1,-4,2.1,-1,/,-2,-10,2,-0.4,-1.6,/
Cc1ccc(C)c(OCC(O)CN2CCC(Cc3ccccc3)CC2)c1 (configuration not stated),-2.4,-9,0.1,3,0.0,-3,-7,4,-2.2,-1.2,-2.1
CSc1nc(C)c2c(n1)N(c1ccc(C(C)C)cc1)CC2,-2.0,-7,-1.6,1,1.8,-3,-2,-1,0.3,-1.3,3.1
C[C@H](NC(=O)c1ccccc1)C(=O)OCC(=O)Nc1sccc1C(N)=O,-1.4,-4,2.1,-8,1.7,-2,-9,-2,0.0,-1.2,0.5
COc1ccccc1NC(=O)COC(=O)c1ccc2c(=O)n3c(nc2c1)CCC3,0.4,5,1.2,-32,1.2,-8,-19,-12,1.7,-0.1,-0.6
BrC(/C=C\c1ccccc1)=N/Nc1nc(N2CCOCC2)nc(N2CCOCC2)n1,-2.2,0,-1.8,-8,-1.9,1,5,1,-1.4,-0.7,6.8
C=CCN=C1NC(c2cccc(Cl)c2)C(C(=O)OC)=C(C)N1Cc1ccc(C(F)(F)F)cc1 (configuration not stated),0.4,7,1.2,-2,/,-5,-2,0,0.1,-0.7,/
CC(=O)c1cccc(NC(=S)NCCCCc2ccccc2)c1,3.4,-9,-2.5,3,-0.1,4,1,4,-0.1,-1.1,0.6
COc1ccccc1N1C(=O)CC(Sc2n[nH]c(-c3cccc(C)c3)n2)C1=O (configuration not stated),1.1,11,8.3,-12,-0.3,-1,-2,0,0.5,-0.9,1.6
Cc1ccccc1N(CC(=O)NC1CCCC1)C(=O)C1(C)CC(=O)N=C2C=CC(Cl)=CN21 (configuration not stated),0.5,3,0.6,i,0.4,i,-458,-328,0.3,-1.6,-1.3
COC(=O)[C@]12CCCCC=C1N(Cc1cccc3ccccc13)C(=O)[C@H](CC(=O)N1CCC(c3ccccc3)CC1)C2,-0.5,-3,0.5,-2,/,-4,-2,3,0.3,-1.1,/
COc1ccccc1NC(=S)N1CCN(c2cccc(C)c2C)CC1,-1.0,16,0.7,1,0.3,-1,-4,-2,-0.1,-0.6,2.3
COc1ccccc1S(=O)(=O)N(C)C[C@@H]1Oc2ncc(-c3ccc(C)cc3)cc2C(=O)N([C@H](C)CO)C[C@@H]1C,0.8,2,-0.3,-13,-0.3,1,2,0,-2.0,-0.4,-1.4
CCc1ccccc1NC(=O)c1ccccc1N1C(=O)C2C3C=CC(C3)C2C1=O (configuration not stated),0.2,2,-0.6,-11,0.2,-4,-8,-1,2.2,-0.8,1.4
O=C(c1ccccc1F)N1CCN(c2cccc(C(F)(F)F)c2)CC1,-0.8,-1,-0.2,4,-1.0,-1,6,3,-1.2,-1.8,2.2
C#CCN1C(=O)C(O)(CC(=O)c2cccc(OC)c2)c2ccccc21 (configuration not stated),-0.6,-1,-0.3,0,0.1,-5,-2,3,1.0,-1.0,0.9
COc1ccc(OCCOC(=O)CCS(=O)(=O)c2ccc(C)cc2)cc1,-0.9,-7,2.0,3,1.8,0,0,4,-0.1,-1.2,1.9
COCCCNC(=O)CCS(=O)(=O)Cc1ccc(C)cc1,1.4,8,3.2,0,-1.3,-6,0,-1,0.2,-0.6,-0.1
O=C(NCc1ccco1)c1ccc(COc2cc(Cl)ccc2Cl)cc1,-4.0,-24,0.3,6,1.4,7,-3,-3,-0.9,-1.2,3.7
O=C(O)C[C@@H](CNC(=O)COc1ccc2ccc(=O)oc2c1)c1ccc(Cl)cc1,2.9,2,-0.2,-153,0.6,-48,-19,-14,0.5,-1.4,0.1
COc1cc(C(=O)N2CCC(C(N)=O)CC2)ccc1OCc1c(C)noc1C,-0.6,1,0.4,-4,1.1,-8,-1,4,-1.1,-1.3,1.2
CCCCOc1ccc(C(O)C(CN2CCCCC2)c2ccccc2)cc1 (configuration not stated),-1.5,-4,-4.1,-3,-0.7,-2,0,1,-0.3,-1.4,0.7
Cc1c(NCc2cccnc2)cccc1C(=O)O,0.3,2,3.1,2,0.2,-5,-6,-2,0.2,-1.1,1.1
Cc1cccc(C)c1Nc1nnc(SCc2nc3ccccc3s2)s1,12*,-8,13*,-1,0.3,-2,-15,-14,2.1,0.9*,8.6*
CCOc1ccc(C(=O)Nc2nnc(SCC(=O)NCC3CCCO3)s2)cc1 (configuration not stated),6.1*,5,7.1,-4,-2.6,-6,-4,-2,5.4*,-0.2,-1.1
CCC1Oc2ccc(C)cc2N(CC(=O)NCc2cc(OC)ccc2OC)C1=O (configuration not stated),-1.1,4,3.0,5,0.3,-4,0,0,-0.6,-1.6,-0.1

# Entries from the list above that contain a nitro group on carbon:
SMILES,hcDAF12 agonist,sPLA2-III inh,hgDAF12 agonist,ADAM10 inh,DAX1 inh-1,ADAM17 inh,PLC-beta3 inh,PLCg1 inh,DAX1 inh-2,ssDAF12 agonist,FXN GAA850 act
O=C1NC(=O)/C(=C/c2cccc([N+](=O)[O-])c2)N1,-0.5,6,1.0,-4,0.1,0,-7,-2,-0.6,-0.9,2.4
C/C(=N\Nc1ccc(S(=O)(=O)Nc2ccccc2)cc1[N+](=O)[O-])c1ccncc1,-0.1,-4,2.1,-1,/,-2,-10,2,-0.4,-1.6,/

# (next part)
SMILES,hcDAF12 agonist,sPLA2-III inh,hgDAF12 agonist,ADAM10 inh,DAX1 inh-1,ADAM17 inh,PLC-beta3 inh,PLCg1 inh,DAX1 inh-2,ssDAF12 agonist,FXN GAA850 act
CCOC(=O)C1=C(CSc2nccn2C)NC(=O)NC1c1ccc2c(c1)OCO2 (configuration not stated),-1.8,-4,-1.7,13,0.5,-2,4,5,0.4,-1.2,0.0
COc1ccccc1C(=O)COC(=O)CN1C(=O)NC2(CCCC2)C1=O,1.1,0,0.5,-6,2.9,-3,-7,-2,-0.7,-1.0,0.1
CCC1Nc2ncnc(N3CCOCC3)c2N(Cc2ccc(C)cc2)C1=O (configuration not stated),1.6,1,1.0,-2,2.7,-5,-3,-6,0.0,-1.1,0.7
CSc1ccccc1C(=O)OCC(=O)Nc1ccc(N2CCOCC2)cc1,-1.0,-7,3.5,-4,0.6,-1,1,-3,-0.9,-1.3,0.0
Cc1c(-c2ncn[nH]2)sc(C#N)c1-c1ccccc1,0.0,-39,2.7,-14,-0.7,-6,-2,-1,-0.9,-1.4,0.7
CC(O)CNCCCOc1ccccc1OCc1ccccc1 (configuration not stated),-0.8,6,4.0,-5,-0.6,-6,-1,-3,0.1,-1.1,0.7

# High-throughput results deposited in PubChem BioAssay by The Scripps Research Institute Molecular Screening Center.
